tim23-1 inh = growth inhibitors of tim23-1 mutant yeast; inhibition, % at 20 µM; S. cerevisiae tim23-1 growth, BacTiter-Glo luminescence, 24 h; hit rate 1.3% among 330,000;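 active = growth inhibition of the mutant yeast at or above 50%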;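 also: temperature-sensitive mutant grown at 25 °C; plate controls were DMSO-treated mutant yeast for no effect and medium wells lacking yeast for full effect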
APJ antagonist = antagonists of human APJ apelin receptor; CHO-K1 APJ beta-arrestin complementation, luminescence; hit rate 0.32% among 330,000; P35414; inhibition, % at 20 µM;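 active = inhibition above about 40% at 20 µM, limit read from the data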;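 also: cells challenged with 10 nM apelin-13 agonist together with compound; plate controls were apelin-13 plus DMSO wells for no effect and DMSO wells lacking apelin-13 for full effect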
Target sequence (P35414 whole entry, looked up): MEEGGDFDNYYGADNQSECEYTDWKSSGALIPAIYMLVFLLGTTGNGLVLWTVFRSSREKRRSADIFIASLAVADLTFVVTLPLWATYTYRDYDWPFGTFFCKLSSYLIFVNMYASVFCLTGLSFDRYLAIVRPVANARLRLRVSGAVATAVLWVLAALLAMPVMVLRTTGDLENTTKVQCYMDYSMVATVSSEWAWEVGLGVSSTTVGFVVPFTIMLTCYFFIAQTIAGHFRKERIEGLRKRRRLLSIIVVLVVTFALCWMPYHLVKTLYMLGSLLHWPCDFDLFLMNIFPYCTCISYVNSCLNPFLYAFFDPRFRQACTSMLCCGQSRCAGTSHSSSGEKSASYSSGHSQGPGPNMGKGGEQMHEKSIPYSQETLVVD
UPR XBP1 act = adaptive UPR (XBP1) activation; activation, % at 20 µM; hit rate 0.33% among 330,000; CHO-XBP1 luciferase reporter, IRE1-XBP1 UPR activation, luminescence; percent of tunicamycin response, DMSO as zero;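 active = versus positive control, 20 µM dose yields 30% or more activation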;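 also: 100% = tunicamycin at 10 µg/mL and 0% = DMSO only wells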
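Assay system: IRE1-XBP1 luciferase reporter CHO line. Input: 1000 cells/well. Buffer or medium: F12 with 10% serum. Doses: 20 µM, 1% DMSO. Times: overnight seeding at 37 °C, 6 h compound treatment at 37 °C. Technique: Steady-Glo luciferase glow luminescence, 10 min after reagent addition.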
CXCR6 inh = blocks human CXCR6 beta-arrestin recruitment | CHO-K1 PathHunter CXCR6 beta-arrestin, luminescence | inhibition, % at 20 µM | hit rate 0.36% among 360,000 | AID 602244; in the data active = inhibition above about 34%, passing the limit was not always enough;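 also: antagonist mode with CXCL16 agonist at 10 nM final; 0% = 10 nM CXCL16 with DMSO and 100% = unstimulated wells without agonist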
Target sequence (O00574 whole entry, looked up): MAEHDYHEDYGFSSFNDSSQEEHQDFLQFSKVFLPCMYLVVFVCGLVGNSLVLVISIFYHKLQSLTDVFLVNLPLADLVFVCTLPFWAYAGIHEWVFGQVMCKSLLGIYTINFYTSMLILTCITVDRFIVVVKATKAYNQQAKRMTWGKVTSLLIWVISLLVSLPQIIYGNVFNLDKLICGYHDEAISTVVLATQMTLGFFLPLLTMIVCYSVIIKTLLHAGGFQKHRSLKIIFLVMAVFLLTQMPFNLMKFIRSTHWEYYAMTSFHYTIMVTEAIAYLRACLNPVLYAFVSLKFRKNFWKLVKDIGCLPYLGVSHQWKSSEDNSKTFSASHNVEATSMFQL
CHOP UPR activ = activators of apoptotic arm of unfolded protein response (CHOP); activation, % at 10 µM; CHO-CHOP luciferase reporter, UPR activation, luminescence; percent of tunicamycin response over DMSO baseline; AID 449763; hit rate 0.34% among 330,000;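 active = at 10 µM dose, activation of 40% or more, normalized to positive control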;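 also: 100% = tunicamycin at 10 µg/mL and 0% = DMSO alone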
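assay system = CHO CHOP reporter cells | amount = 500 CHO-CHOP cells per well | buffer or medium = F12 with 10% FBS | incubation = 16-18 h cell attachment, then 6 h compound exposure, 37 °C | detection = luminescence read with Steady-Glo | read-out = percent activation relative to tunicamycin control | controls = tunicamycin high control, DMSO low control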
Mdm2-MdmX inh = disrupts the human Mdm2-MdmX interaction | O15151+Q00987 | AID 485346 | inhibition, % at 8 µM | hit rate 3% among 330,000 | SaOS-2 split-luciferase Mdm2/MdmX complementation, luminescence;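 active = inhibition of at least 50% at 8 µM in the primary screen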
EBI2 antag = antagonists of human EBI2 receptor; EBI2 beta-arrestin recruitment, luminescence, 7a,25-OHC stimulated; inhibition, % at 5 µM; hit rate 0.81% among 360,000; in the data active = inhibition above about 38%;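 also: enzyme fragment complementation signal reports receptor beta-arrestin coupling in cells; 0% = agonist plus DMSO wells and 100% = wells without agonist; some results beyond the cut were filed as inactive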
CCR6 antag = CCR6 (human) receptor antagonism; P51684; CHO-K1 CCR6 PathHunter beta-arrestin, luminescence, CCL20-stimulated; inhibition, % at 20 µM; hit rate 0.49% among 340,000; AID 493098;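 active = compounds whose inhibition of the agonist-driven luminescence signal at 20 µM reaches about 50%, limit read from the data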;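 also: cells stimulated with CCL20 at 14 nM final; plate controls were DMSO with CCL20 for no effect and DMSO without agonist for full effect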
Target sequence (P51684 whole entry, looked up): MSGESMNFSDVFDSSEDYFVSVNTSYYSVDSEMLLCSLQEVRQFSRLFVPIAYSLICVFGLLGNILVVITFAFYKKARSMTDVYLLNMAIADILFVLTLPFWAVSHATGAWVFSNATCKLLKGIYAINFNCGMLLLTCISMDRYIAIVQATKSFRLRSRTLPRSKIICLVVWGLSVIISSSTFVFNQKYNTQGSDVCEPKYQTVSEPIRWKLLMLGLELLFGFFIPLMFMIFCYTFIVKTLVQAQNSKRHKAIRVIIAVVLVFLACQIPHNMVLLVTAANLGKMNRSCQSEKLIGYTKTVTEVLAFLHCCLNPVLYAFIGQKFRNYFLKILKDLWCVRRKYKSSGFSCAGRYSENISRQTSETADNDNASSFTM
APJ ag = APJ receptor agonism; activation, % at 20 µM; hit rate 0.11% among 330,000; CHO-K1 APJ PathHunter beta-arrestin, luminescence; 0% DMSO wells, 100% apelin; P35414;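 active = activation more than six SD over the plate average, tested at 20 µM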;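 also: 0% = DMSO alone and 100% = apelin-13 at 10 nM; some results filed as inactive read as strong as hits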
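system = engineered CHO-K1 APJ arrestin reporter cells | input = 1000 cells per well | timing = overnight seeding, 90 min compound at 25 °C, 1 h detection | measured by = enzyme-fragment complementation luminescence | read-out = beta-arrestin recruitment to APJ as agonist activity, luminescent signal | control set = negative DMSO alone, positive Apelin-13 at 10 nM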
The depositor's hits bear a star.

SMILES	tim23-1 inh	APJ antagonist	UPR XBP1 act	CXCR6 inh	CHOP UPR activ	Mdm2-MdmX inh	EBI2 antag	CCR6 antag	APJ ag
Cc1ccc(N2C(=O)/C(=C\c3ccco3)SC2=S)cc1	3	7	0	10	4.8	24	0	9	-3
Cc1sc2ncnc(N(C)Cc3cccs3)c2c1C	43	15	-2	-1	1.3	23	10	-6	0
Cc1cc(C)c(/C=N/NC(N)=O)c(C)c1/C=N/NC(N)=O	17	-4	0	3	0.8	19	-17	-5	3
O=c1[nH]c(Nc2ccccc2Cl)cc2ccccc12	8	-14	8	3	-0.2	-14	-16	-1	12
NC(N)=N/N=C/c1ccccc1OC(F)F	10	-9	5	4	-0.6	12	-13	0	-3
COc1cccc(NC(=O)CN(C)C(=O)CC2CCCCC2)c1	4	-24	1	3	-0.4	25	-6	15	3
CC(=O)Nc1ccc(-c2nc(C)c(C(C)=O)n2O)cc1	-10	5	1	3	0.9	-16	-7	3	-5
CCCOC(=O)C1=C(C)NC2=C(C(=O)C(C(=O)OC)C(C)C2)C1c1ccc(N(CC)CC)cc1 (stereo unspecified)	10	9	-2	11	-1.9	13	-15	5	-7
Cc1ccc(C)c(CN2C(=O)C(C)Oc3ccc(C)cc32)c1 (stereo unspecified)	12	21	-3	-12	0.7	-8	10	8	-6
O=c1[nH]c(Cc2ccccn2)nc2scc(-c3ccc(Cl)cc3)c12	22	21	5	-2	1.7	17	10	20	-1
CC(=O)N1c2ccc(S(=O)(=O)N3CCC(C(=O)NCc4ccc(C)cc4)CC3)cc2CC1C (stereo unspecified)	-11	5	-3	-10	-0.2	24	38	27	-2
CC(C)OCCCNC(=O)CCc1nc(-c2ccccc2)no1	-1	-8	-3	1	-1.0	6	1	-3	-3
Cc1nn(Cc2ccc(Cl)cc2Cl)c(C)c1NC(=O)c1ccc(COc2cc(Cl)ccc2Cl)o1	-16	-18	-2	-2	4.9	58*	47*	-12	-6
CCN(CC)C(=O)COc1cc(C)cc2oc(=O)cc(-c3ccccc3)c12	24	4	-1	3	-4.4	-19	12	-8	-5
O=C(O)CSCC(=O)N1CCN(S(=O)(=O)c2cc(Cl)cc(Cl)c2)CC1	9	-18	0	-8	1.4	21	-12	7	0
O=C(COc1ccc([N+](=O)[O-])cc1)Nc1ccc(N2CCN(C(=O)c3ccco3)CC2)cc1	-7	-6	-4	-1	2.8	-14	19	11	1
O=C(Nc1cc(-c2ccccc2)nn1-c1ccccc1)c1ccccc1F	40	5	-1	-8	-0.9	-16	0	18	13
COc1ccc(N(CC(=O)N/N=C/c2cc(Br)c(C)o2)S(=O)(=O)c2ccc(NC(C)=O)cc2)cc1	5	-12	-1	1	-1.0	6	-8	16	0
O=C(CSc1ncccn1)Nc1cccc2ccccc12	12	-16	-1	-2	1.5	-5	0	24	-2
O=C(COc1cc2oc(=O)c3c(c2cc1Cl)CCC3)Nc1cccnc1	-8	-6	5	-15	1.0	32	-1	-8	-1
O=C(CCN1CCOCC1)Nc1ccccc1	4	9	-2	10	1.3	14	-4	-14	5
O=C(C1=C[C@H](c2ccc3c(c2)OCO3)C[C@H](OCc2ccc(CO)cc2)O1)N1CCN(Cc2ccc3c(c2)OCO3)CC1	12	-4	-1	9	-1.4	9	18	7	-4
COc1ccc(CN2CCCC(C(=O)Nc3cccc(-n4cnnn4)c3)C2)c(C)c1C (stereo unspecified)	5	-2	-2	-2	-1.7	19	-10	8	4
CCN(CC)S(=O)(=O)c1cccc(NN=c2c(=O)c3ccccc3c2=O)c1	-10	10	1	9	1.8	-2	-4	31	-4
O=C(COC(=O)c1cc([N+](=O)[O-])ccc1N1CCOCC1)c1ccc(OC(F)F)cc1OC(F)F	25	18	3	16	0.4	6	44*	17	-4

Filtered by structure, those above containing fluorine (3)
SMILES	tim23-1 inh	APJ antagonist	UPR XBP1 act	CXCR6 inh	CHOP UPR activ	Mdm2-MdmX inh	EBI2 antag	CCR6 antag	APJ ag
NC(N)=N/N=C/c1ccccc1OC(F)F	10	-9	5	4	-0.6	12	-13	0	-3
O=C(Nc1cc(-c2ccccc2)nn1-c1ccccc1)c1ccccc1F	40	5	-1	-8	-0.9	-16	0	18	13
O=C(COC(=O)c1cc([N+](=O)[O-])ccc1N1CCOCC1)c1ccc(OC(F)F)cc1OC(F)F	25	18	3	16	0.4	6	44*	17	-4

Going on with the list:
SMILES	tim23-1 inh	APJ antagonist	UPR XBP1 act	CXCR6 inh	CHOP UPR activ	Mdm2-MdmX inh	EBI2 antag	CCR6 antag	APJ ag
COc1ccc(C(C(=O)NC2CCCC2)N(Cc2ccccc2)C(=O)c2nsc(Cl)c2Cl)cc1 (stereo unspecified)	33	-3	-3	11	0.3	21	13	10	0
CC(=O)N1N=C(c2ccc(NS(C)(=O)=O)cc2)CC1c1ccc2nccnc2c1 (stereo unspecified)	2	-7	0	0	0.9	17	3	3	-1
Cc1ccc2c(c1)N(C(=O)NC1CCCCC1)C(C)(C)CC2C (stereo unspecified)	12	-19	-3	6	-0.8	7	9	13	0
CC1CCCCN1C(=O)N[C@@H](Cc1ccccc1)C(=O)O (stereo partly specified)	32	9	-1	-3	-0.9	-1	-7	5	2
O=C(N1CCOCC1)N1CCN(S(=O)(=O)N2CCCCC2)CC1	-11	8	-4	1	-1.9	15	6	-9	0
COc1cc(OC)cc(-c2c(-c3cccs3)c3cc(-c4ccn[nH]4)ccc3n2C)c1	35	-32	9	-7	-0.7	21	2	10	5
O=C1CC(C(=O)Nc2ccccc2)N=C(N2CCOCC2)N1 (stereo unspecified)	4	9	1	0	0.6	-4	-4	-11	-1
Cc1nnc(NN2CCOCC2)[nH]c1=O	7	4	0	-8	-0.1	-20	5	3	-1
C#Cc1cccc(NC(=O)c2ccc3c(c2)C(=O)N(Cc2cccnc2)C3=O)c1	-2	-14	-4	-15	4.8	-18	45*	-12	10
Cc1ccc(S(=O)(=O)N2CCN(C(=O)c3cc(=O)[nH]c4ccccc34)CC2)c(C)c1	17	8	-2	-3	-2.9	10	2	-4	3
COCc1cc(C)nc(SCC(=O)NC2CCCCC2C)c1C#N (stereo unspecified)	16	17	3	-4	1.4	13	2	0	2
CCOc1ccc(-c2nc(CSCC(=O)NCCCN3CCCC3=O)c(C)o2)cc1	-5	19	-3	6	-1.3	-13	-3	-4	-1
O=C(NCc1ccco1)c1nnc(Cc2ccc(Cl)cc2)o1	0	-14	1	-5	0.5	15	0	-2	-3
Cc1nn(C)cc1/C=C/C(=O)c1ccccc1	49	4	1	1	4.2	-36	0	4	-2
CCCCOc1cccc(C(=O)NC(=S)Nc2ccc(Cl)c(C(=O)O)c2)c1	12	16	0	7	0.0	-22	-2	19	-2
COc1ccc(Nc2nc(N)nc(CSC(=S)N3CCN(C)CC3)n2)cc1	18	6	-1	-8	1.6	17	-3	-17	-3
O=C(N/N=C/c1cn(-c2ccccc2)nc1-c1ccc(F)cc1)c1ccc(Br)o1	-10	-6	-3	-16	4.2	34	-3	12	7
CCCCn1c(N)c(N(CCOC)C(=O)c2oc3ccc(OC)cc3c2C)c(=O)[nH]c1=O	36	19	-2	0	-0.6	12	-2	1	-9
CCN1C(=O)C2(C(C(=O)c3ccc(C)o3)=C(O)C(=O)N2CCCN(C)C)c2ccccc21 (stereo unspecified)	4	14	4	-6	0.0	3	-4	3	1
CC1(C)NC(=O)N(CCC(=O)Nc2cc(C(F)(F)F)ccc2Cl)C1=O	1	13	5	14	0.4	19	5	5	-1
Cn1nc(C(=O)NC(C)(C)C)c2ccccc21	5	22	0	0	-0.3	4	-10	-2	-5
COc1ccc(/C=N/n2c(N)c(S(=O)(=O)c3cccs3)c3nc4ccccc4nc32)cc1OC	15	12	-2	2	3.9	31	18	-5	-3
O=C(/C=C/N1CCOCC1)c1ccc(-c2ccccc2)cc1	52*	11	0	-3	5.9	-1	-7	-13	-2
OCC1(CO)COC2(CCCC2)N1	-7	-9	-2	14	-1.3	-22	0	-8	-3
COc1ccc(N(C(C)C(=O)NN=C2CCCCCCC2)S(C)(=O)=O)cc1 (stereo unspecified)	0	-7	-2	-6	-2.2	20	2	6	-3
SMILES	tim23-1 inh	APJ antagonist	UPR XBP1 act	CXCR6 inh	CHOP UPR activ	Mdm2-MdmX inh	EBI2 antag	CCR6 antag	APJ ag
CC(C)Sc1n[nH]c(=O)n1-c1cccc(C(F)(F)F)c1	15	-3	-1	7	1.7	-8	-5	14	0
COC(=O)C1CCN(C(=O)CN(C)Cc2ccc(C(C)(C)C)cc2)CC1	1	-2	-5	7	3.4	24	-3	-5	1
COc1ccc(C(=O)N/C(=C/c2ccco2)C(=O)NC2CCS(=O)(=O)C2)cc1 (stereo unspecified)	16	-41	-3	2	-1.7	-2	-5	3	0
Cc1c(/C=N/NC(=O)c2cc(=O)[nH]c(=O)[nH]2)c2ccccn2c1C(=O)c1ccccc1	5	-26	2	-2	3.1	7	1	1	0
Cc1cc(C(=O)NC2CCCc3c2cnn3-c2cc(F)cc(F)c2)nn1C (stereo unspecified)	20	-3	-2	0	5.7	0	16	-4	6
CC(=O)c1cccc(N(C(=O)c2cnccn2)C(C(=O)NCc2ccccc2)c2ccco2)c1 (stereo unspecified)	17	-4	-2	1	0.1	-3	-2	13	5
COc1ccc(CC(=O)Nc2nc(-c3cc(OC)ccc3OC)cs2)cc1	42	-28	-3	-3	-0.1	26	12	-1	-3
CCC(C)NS(=O)(=O)c1ccc(OCC(=O)NCc2ccc(OC)cc2)cc1 (stereo unspecified)	-4	5	-5	4	-1.0	13	-9	11	-2
CCCNc1nc2c(c(=O)[nH]c(=O)n2C)n1CCC(C)C	7	13	14	-8	-1.3	-11	-6	4	-3
CN(CCOc1ccccc1)C(=O)c1ccc(N2CCCC2)c([N+](=O)[O-])c1	23	17	0	4	0.0	14	-21	11	-1
Cc1ccc2c(c1)nnn2C1CCN(S(=O)(=O)c2ccc(C(=O)N3CC(C)CC(C)C3)cc2)CC1 (stereo unspecified)	17	3	-1	-6	0.9	48	6	19	6
COc1ccc2nc(C(F)(F)Cl)c(C#N)c(N)c2c1	37	7	0	-25	-2.7	35	-10	-7	1
CSc1ccccc1NC(=O)CN1CCN(c2ccccn2)CC1	26	3	-2	-10	-0.1	2	-4	13	-1
O=C(Nc1ccc(F)c(Cl)c1)Nc1csc2ccccc12	-10	4	-2	-27	13	94*	-6	-3	12
Nc1ccc(-c2cc3ccccc3oc2=O)cc1	-2	3	-9	-2	-7.1	52*	-4	2	-1
CC(C)Cn1c(N)c(C(=O)COC(=O)c2ccc(O)cc2O)c(=O)n(C)c1=O	18	21	0	9	-1.3	8	4	-1	5
COc1cccc(CNC(=O)CN2C(=O)CSc3ccc(S(=O)(=O)N4CCOCC4)cc32)c1	-15	7	-4	-1	0.2	21	-14	7	-5

Assay outcomes as filed in PubChem.

These rows are one share of the data, so the mix of outcomes need not match the whole.
